Assay outcomes as filed in PubChem BioAssay.
14-3-3 PPI: modulators of human 14-3-3 gamma - Raf peptide interaction; 160,000 tested, 0.19% active; AID 422; P61981; inhibition, % at 40 µM; FP, 14-3-3gamma / TMR-pS259-Raf peptide binding; in the data active = inhibition above about 30%;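 note: 0% = protein plus tracer without compound and 100% = blank with tracer alone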
Target sequence (P61981 whole entry, looked up): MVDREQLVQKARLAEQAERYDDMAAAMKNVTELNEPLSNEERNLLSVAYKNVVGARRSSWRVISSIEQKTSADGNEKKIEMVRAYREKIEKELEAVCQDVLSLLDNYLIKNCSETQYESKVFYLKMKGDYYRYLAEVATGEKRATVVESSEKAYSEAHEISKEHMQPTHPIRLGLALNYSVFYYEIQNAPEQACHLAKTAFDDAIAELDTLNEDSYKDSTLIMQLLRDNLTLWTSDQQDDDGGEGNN
An asterisk follows results filed as active; & = joins results of further samples. A portion of the library (hit frequency here may not be typical).

SMILES	14-3-3 PPI
CC(=O)Nc1ccc(S(=O)(=O)Nc2ccc(S(=O)(=O)Nc3nc(C)cc(C)n3)cc2)cc1	-9
Clc1ccc(-c2nnc3sc(Cc4cccs4)nn23)c(Cl)c1	-27
COc1ccc(-c2nnc(SCc3ccccc3[N+](=O)[O-])n2-c2ccccc2)cc1	6
CC(=O)c1cc(-c2ccccc2)[nH]c1N1CCCC1	-10
CNC(=O)c1ccc2c(c1SC)C(=O)c1ccccc1C2=O	0
O=C(NCCc1ccccc1)C1CCN(S(=O)(=O)N2CCCC2)CC1	3&6
CC(C)CCN1CC(C(=O)N2CCN(c3ccc(F)cc3)CC2)CC1=O (stereo unspecified)	-6&1
COc1ccc(C(=O)CSc2nc(N)cc(=O)[nH]2)cc1OC	-11
CSc1ccccc1N1C(=O)C2CCCCC2C1=O (stereo unspecified)	0
CCCSc1nc(O)c(C2OC(=O)c3c2ccc(OC)c3OC)c(=O)n1C (stereo unspecified)	-7
CSc1nc2ccc(N=Cc3ccc(F)cc3)cc2s1	-7
Cc1ccc(C2(C)CC(C)(C)N(C(=O)CSC#N)c3ccc(C)cc32)cc1 (stereo unspecified)	-11
CCCCNC(=O)Cn1nc([N+](=O)[O-])c([N+](=O)[O-])c1C	-4
CSc1ncnc2c1c(-c1ccccc1)cn2-c1ccc(F)cc1	6
CCOC(=O)C(NC(=O)c1ccc(OC)cc1)(NC1CCCCC1)C(F)(F)F (stereo unspecified)	-6
Cc1cc(C)c(C#N)c(SCC(=O)CC(=O)OC(C)C)n1	-9&-8
CCc1ccc(NS(=O)(=O)c2ccc3c(c2)CCN3C(C)=O)cc1	-7
CC(=O)c1cccc(NC(=O)c2ccccc2C(=O)O)c1	-7
CC(C)(C)C1(O)CC(C(F)(F)F)=NN1C(=O)c1ccc(I)cc1 (stereo unspecified)	-5
Oc1cc(CN2CCCCCC2)c(O)cc1CN1CCCCCC1	-17
Cc1nc2sc3c(c2c(=O)n1/N=C/c1ccco1)CCCC3	-11
COc1ccc2cc3cc(C(=O)N(C)c4ccccc4)sc3nc2c1	-1
Nc1cc(N)cc(-c2nc3ccc(N)cc3[nH]2)c1	-4
CC1(C)CC(=O)C2=C(C1)Nc1nnnn1C2c1ccccc1F (stereo unspecified)	-5
Cc1nc2sc(C(c3ccc(C(C)C)cc3)N3CC(C)CC(C)C3)c(O)n2n1 (stereo unspecified)	11

Next results:
SMILES	14-3-3 PPI
O=C(O)C1CCC(CNS(=O)(=O)c2ccc(F)cc2)CC1 (stereo unspecified)	5
COc1ccc2c(c1)CN(c1ccc(C)cc1)CO2	3
CCCC(=O)N1c2ccccc2-c2nnc(SC)nc2OC1c1cccnc1 (stereo unspecified)	0
CCCc1cc(=O)oc2cc3oc4c(c3cc12)CCCC4	4
CN=C(Nc1cc(C)nn1CCC#N)c1ccccc1	2
Cc1ccc(OCC(=O)Nc2ccc(N3CCOCC3)cc2)cc1	-5
Cc1ccccc1NCc1c(C#N)c2ccccc2n1C	-2
CC(C)(C)c1nc(SCC(=O)NCc2ccco2)c2ccccc2n1	-7
Cc1cc(=O)oc2c(CN3CCCCC3C)c(O)ccc12 (stereo unspecified)	0
CCC1CCCCN1S(=O)(=O)c1ccc2c(c1)CC(C)N2C(C)=O (stereo unspecified)	2
CCOC(=O)c1c(NC(=O)c2cc(-c3ccco3)on2)sc2c1CCCC2	-9
Cc1ccc(-n2c(CCC(=O)O)ccc2-c2cccs2)cc1C	-14
CCOc1ccc(C2C(=O)N(C3CCCCCC3)CC(=O)N2CC2COc3ccccc3O2)cc1OC (stereo unspecified)	-2
O=C1CCCN1c1ccc(S(=O)(=O)N2CCC(c3ccccc3)CC2)cc1	-8
O=S(=O)(NCCn1ccc2ccccc21)c1ccccc1	9
CN(C(=O)Cn1c(=O)n(-c2ccccc2)c(=O)c2c3c(sc21)CCC3)C1CCCCC1	-2
Cc1sc2ncnc(SCC(=O)c3cc(C)n(CC4CCCO4)c3C)c2c1C (stereo unspecified)	-7
CCc1c(-c2ccc(C)cc2)nc2ccccc2c1C(=O)O	-5
COc1ccccc1-c1c(C)nn2c(NCCN3CCCC3)cc(C)nc12	-1
Cc1ccc(-c2noc(CCC(=O)NCCN3CCOCC3)n2)cc1	-5&1
O=[N+]([O-])c1cc(Br)c(O)c(C=Nc2ccc3oc(-c4cccc(I)c4)nc3c2)c1	-18
CC(=O)Nc1cc(N2C(=O)CCC2=O)ccc1Cl	3
CCSc1nnc(-c2c[nH]c3ccccc23)n1CC	-5
O=C(O)c1cc2cccc(S(=O)(=O)N3CCOCC3)c2cc1O	-4
COC(=O)CSc1nnc(COc2cccc3cccnc23)n1-c1ccccc1	2

Another view of 17 compounds above:
molecule,14-3-3 PPI
Cc1cc(=O)oc2c(CN3CCCCC3C)c(O)ccc12 (stereo unspecified),0
CCC1CCCCN1S(=O)(=O)c1ccc2c(c1)CC(C)N2C(C)=O (stereo unspecified),2
CCOC(=O)c1c(NC(=O)c2cc(-c3ccco3)on2)sc2c1CCCC2,-9
Cc1ccc(-n2c(CCC(=O)O)ccc2-c2cccs2)cc1C,-14
CCOc1ccc(C2C(=O)N(C3CCCCCC3)CC(=O)N2CC2COc3ccccc3O2)cc1OC (stereo unspecified),-2
O=C1CCCN1c1ccc(S(=O)(=O)N2CCC(c3ccccc3)CC2)cc1,-8
O=S(=O)(NCCn1ccc2ccccc21)c1ccccc1,9
CN(C(=O)Cn1c(=O)n(-c2ccccc2)c(=O)c2c3c(sc21)CCC3)C1CCCCC1,-2
Cc1sc2ncnc(SCC(=O)c3cc(C)n(CC4CCCO4)c3C)c2c1C (stereo unspecified),-7
CCc1c(-c2ccc(C)cc2)nc2ccccc2c1C(=O)O,-5
COc1ccccc1-c1c(C)nn2c(NCCN3CCCC3)cc(C)nc12,-1
Cc1ccc(-c2noc(CCC(=O)NCCN3CCOCC3)n2)cc1,-5&1
O=[N+]([O-])c1cc(Br)c(O)c(C=Nc2ccc3oc(-c4cccc(I)c4)nc3c2)c1,-18
CC(=O)Nc1cc(N2C(=O)CCC2=O)ccc1Cl,3
CCSc1nnc(-c2c[nH]c3ccccc23)n1CC,-5
O=C(O)c1cc2cccc(S(=O)(=O)N3CCOCC3)c2cc1O,-4
COC(=O)CSc1nnc(COc2cccc3cccnc23)n1-c1ccccc1,2

(more compounds)
SMILES	14-3-3 PPI
CC1=CC(=Nc2c(C)n(C)n(-c3ccccc3)c2=O)c2ccccc2C1=O	-14
COC(=O)c1ccc(N2C(=O)CC(N3CCN(C45CC6CC(CC(C6)C4)C5)CC3)C2=O)cc1 (stereo unspecified)	1
COc1ccc2nc(NC(=O)CSc3nc4ccccc4o3)sc2c1	-74
Cc1ccc(CC(C)CC(=O)Nc2cc(C)ccc2C)cc1 (stereo unspecified)	-4
CCOC(=O)c1ccc(Oc2nc(NC)nc(SC)n2)cc1	-2&-1
O=c1[nH]c2ccc(S(=O)(=O)Nc3cccc(F)c3)cc2[nH]c1=O	-9
CC(C)N1C(=O)CCC1C(=O)NCCc1ccc(Cl)cc1 (stereo unspecified)	-6&1
CC1CC(C)CN(S(=O)(=O)N2CCCC(C(=O)NCCCOC(C)C)C2)C1 (stereo unspecified)	-7
Cc1ccc(C(C)C)c(OCC(=O)Nc2ccc(S(=O)(=O)N3CCOCC3)cc2)c1	4
CC1=CC(C)(C)Nc2ccc(OC(=O)c3ccccc3[N+](=O)[O-])cc21	-7
CC1CNCCN1S(=O)(=O)c1cccc2cnccc12 (stereo unspecified)	10&0&4
CC1CCN(C(=O)CSc2nc3c([nH]c4ccccc43)c(=O)n2-c2ccccc2)CC1	0
Cc1ccc2ccc(C(Nc3ccccn3)c3ccc(C)c(C)c3)c(O)c2n1 (stereo unspecified)	6
Cc1ccc2c(c1)C(c1ccc(F)cc1)N(C(=O)CCCc1ccccc1)CC(=O)N2 (stereo unspecified)	-3
CCCCOc1ccc(S(=O)(=O)n2c(C)nc3ccccc32)cc1	0
COc1cc2[nH]c(=O)n(Cc3ccc(C(=O)NCCN(C)C)cc3)c(=O)c2cc1OC	2
CC1CCc2[nH]c(=S)nc(C(F)(F)F)c2C1 (stereo unspecified)	-6
CC(C)NC(=O)Cn1nc(-c2ccccc2)ccc1=O	0
Cc1oc2c(cc(NS(=O)(=O)c3ccc(Br)cc3)c3ccccc32)c1C(=O)OC(C)C	-27
O=C(CCSc1ccccc1)Nc1nc(-c2cccnc2)cs1	-20
c1ccc(-c2c3ccccc3[s+]c3ccccc23)cc1	-3&-3
O=C1c2sc3nc4ccccc4n3c2C(=O)N1c1ccccc1Cl	-10
Cc1ccc(OCC(=O)NCc2ccccn2)cc1	-2
COc1cccc(OC)c1OCCCc1c(C)n[nH]c1C	-4&-1
Cc1cccc2nc(-c3ccco3)c(Nc3ccccc3)n12	-12

(listing goes on)
SMILES	14-3-3 PPI
CCC(C)NC(=O)CN(c1cc(C)ccc1OC)S(C)(=O)=O (stereo unspecified)	1
O=C(Nc1ccccc1)Nc1ccc(CN2CCOCC2)cc1	-10
COC(=O)C1C(c2ccccc2)C(C(=O)N2CCOCC2)C1c1ccccc1 (stereo unspecified)	-5
c1ccc(Cn2cnc3cc4ccccc4cc32)cc1	-9
Cc1ccc(CN2C(=O)C(C)(C)Oc3ccc(C(=O)N4CCCCC4)cc32)cc1	-4
Cc1cccc(Cc2c(C)nc3nc(SCC(=O)N4CCCCCC4)nn3c2C)c1	-5
COc1ccccc1C(=O)Oc1c(S(=O)(=O)c2ccccc2)c(C)nn1-c1ccc(C)cc1C	1
CCN(CC)c1ccc2cc(NC(=O)CCC(=O)O)c(=O)oc2c1	8&-16
CC(=O)NCCNC(=O)CCCn1c(=O)[nH]c2ccsc2c1=O	-5
Cc1noc(C)c1S(=O)(=O)N1CCC(C(=O)N2CCC(C)CC2)CC1	-7&0
COc1ccc(C2C(C(=O)Nc3cc(C)ccc3OC)CCC(=O)N2c2ccc(OC)cc2)cc1 (stereo unspecified)	-9
COc1ccccc1CNC(=O)CCn1c(=O)c2ccccc2n(Cc2ccccc2Cl)c1=O	-5
CCCCCSc1nnc(C)c(=O)[nH]1	-2&-1
CCCn1c(=O)c(-c2ccccc2)c(O)c2ccccc21	-10
FC(F)(F)c1ccc(Sc2nnc(-c3cccs3)n2CC2CCCO2)nc1 (stereo unspecified)	4
COc1cccc(CN2CCN(C3CCN(Cc4ccccc4)CC3)CC2)c1OC	0
COc1ccccc1NC(NC(=O)c1ccco1)C(=O)c1ccccc1 (stereo unspecified)	2
Cc1ccc(Sc2ccc(C(=O)N3CCN(c4cc(Cl)ccc4C)CC3)cc2N)cc1	-7
CCC1=NN(C(=O)c2cccc(Cl)c2)C(O)(c2ccc(Br)cc2)C1 (stereo unspecified)	11
CCN(CC)c1ccc(C(=O)N=c2sc3ccccc3n2C)cc1	6
COCCOC(=O)C1=C(C)NC(=O)NC1c1ccc(O)c(OC)c1 (stereo unspecified)	1
CN(C)c1ccc(C=Nc2ccc3c(c2)ncn3C(C)(C)C)cc1	-7
O=c1c2ccccc2n(Cc2ccc(F)cc2)c(=O)n1Cc1ccc2c(c1)OCO2	-7
CCOc1cc(C2Nc3ccccc3-c3nnc(SC)nc3O2)cc(Br)c1OC (stereo unspecified)	-30
Cc1ccc(-c2noc(CCC(=O)Nc3cccc(C#N)c3)n2)cc1	1

Further compounds follow:
SMILES	14-3-3 PPI
COc1ccc(-c2[nH]c3ccccc3c2SCCNC(=O)C(C)C)cc1	-4
CN1c2ccccc2Oc2nnc(N3CCN(Cc4ccccc4)CC3)cc21	-6
CCOC(=O)c1c(C)oc2ccc(OC(=O)c3ccco3)cc12	5
Clc1ccc(CSc2nnc(Cn3cnc4ccccc43)o2)cc1	-4
CC(C)CC(=O)N1CCN(Cc2cccc(F)c2)CC1	0&-4
Clc1ccc(C2Nc3ccc4ccccc4c3C3C=CCC32)cc1 (stereo unspecified)	-169
COc1ccccc1N1CCN(c2ncc(C(=O)N3CCN(c4cccc(Cl)c4)CC3)c3ccccc23)CC1	-2
Cc1cc2cc(CNC(=O)C3CCCC3)ccc2n1C	-1
FC(F)(F)c1cccc(N2COc3ccc4ccccc4c3C2)c1	0
Cc1cc([N+](=O)[O-])ccc1NS(=O)(=O)c1ccc(CCCl)cc1	-5
Oc1ccc(C=Nc2ccc3ncccc3c2)c(O)c1	-7
CC(=O)NCCOc1ccc2oc3ccccc3c2c1	-15
CCOC(=O)c1cc2c(=O)n3ccccc3nc2n(CC(C)C)c1=NC(=O)c1c(OCC)ccc2ccccc12	-5
COc1ccc(OC)c(NC(=O)c2ccc3c(=O)n(Cc4cccc(Br)c4)c(=S)[nH]c3c2)c1	-5
COc1ccc(NC2c3ncccc3C(=O)N2Cc2ccccc2)c(OC)c1 (stereo unspecified)	-15
Cc1nc(SCC(=O)Nc2sc3c(c2C(N)=O)CCC3)c2c3c(sc2n1)CCC3	-35
CCOc1ccccc1C(=O)N(C)Cc1cc2ccccc2[nH]c1=O	-3
Cc1ccc(C(=O)Nc2ccccc2C(=O)O)cc1S(=O)(=O)N1CCOCC1	-1
Nc1ccc(C(=O)Nc2cc(N)ccc2Nc2ccccc2)cc1	-18
Cc1cc(C)c2oc(=O)cc(CN3CCOCC3)c2c1	-4
COc1cc2[nH]c3c(N4CCN(c5ccc(Cl)cc5)CC4)ncnc3c2cc1OC	-1
Cc1ccc(S(=O)(=O)N2CCC(C(=O)N3CCC(C(=O)NCCc4ccccc4)CC3)CC2)cc1	5
Cc1cccc(C)c1NC(=O)COC(=O)c1nonc1N	-2
Cc1ccc2c(C)nc(NC3=NCN(C(C)C)CN3)nc2c1	1
COc1cccc(Nc2ncc(C(=O)Nc3cc(C)ccc3OC)c3ccccc23)c1	0
Nc1ccccc1SCc1cn2ccccc2n1	-4
CN(c1ccccc1)C(C(=O)NC1CCCC1)c1cc2c(cc1[N+](=O)[O-])OCO2 (stereo unspecified)	1
CCOCCCNCC(=O)Nc1ccc(OC(F)(F)F)cc1	0
COc1cccc2cc(-c3nc(-c4cccs4)cs3)c(=O)oc12	11&-20
CCOC(=O)c1cccc(NC(=O)N[C@@H](C)C(=O)OC)c1	-5
